High-throughput results deposited in PubChem BioAssay by several laboratories.
KOR beta-arrestin-1: KOR antagonists, beta-arrestin recruitment, cell-based, luminescence, uHTS (AID 1778) | Kappa-type opioid receptor (Homo sapiens) | inhibition, % at 10 µM, or IC50 in µM where a hit was titrated | 290,000 tested, 0.091% active | KOR beta-arrestin recruitment, luminescence, antagonist mode; higher % means a stronger effect; further: strong numbers were not always called active
NOD2 inhibition: NOD2 signaling inhibitors, cell-based, luminescence, uHTS, HEK293 (AID 1566); HEK293 NOD2/NF-kB luciferase reporter, luminescence; higher % means a stronger effect; inhibition, % at 4 µM; hits with a dose series show EC50 in µM; 290,000 tested, 0.63% active; further: many of its hits are not listed in these tables
NOD1 NF-kB reporter: NOD1 signaling inhibitors, primary screen, cell-based, luminescence, uHTS (AID 1578); inhibition, % at 4 µM; hits with a dose series show EC50 in µM; 290,000 tested, 1% active; NOD1-driven NF-kB luciferase reporter cells, luminescence; higher % means a stronger effect; in the data active means inhibition mostly above about 36%, no sharp cut-off; inactive means mostly below about 34%;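 further: HEK-293T reporter cells stimulated with the NOD1 agonist gamma-tri-DAP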
LYP inhibition: inhibitors of LYP phosphatase, biochemical, fluorescence intensity, uHTS (AID 1779); Tyrosine-protein phosphatase non-receptor type 22 (Homo sapiens); 290,000 tested, 0.054% active; recombinant LYP phosphatase, fluorescence intensity; higher % means a stronger effect; one-dose inhibition, % at 11.5 µM; IC50 in µM for titrated hits;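 further: plate controls were vehicle with enzyme for no effect and no enzyme for full effect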
PhoP inhibition: inhibitors of PhoP regulon expression, primary screen, Salmonella Typhimurium, GFP reporter (AID 1863). S. Typhimurium PhoP-regulated promoter GFP reporter, 4 h; higher % means a stronger effect. inhibition, % at 50 µM; hits with a dose series show IC50 in µM. 300,000 tested, 0.16% active;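 active means inhibition over 29.93%, a cutoff 3 SD above the screen mean, later confirmed by dose response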;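 further: 0% = low Mg2+ inducing control and 100% = high Mg2+ repressing control; strong numbers were not always called active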
HIV peptide binding: inhibitors of HIV fusion peptide binding, primary screen, biochemical, uHTS, fluorescence dequenching (AID 1986); cell-free peptide binding, fluorescence dequenching, 30 min; higher % means a stronger effect; inhibition, % at 20 µM; hits with a dose series show IC50 in µM; 290,000 tested, 0.3% active; in the data active means inhibition mostly above about 52%, no sharp cut-off; inactive means mostly below about 76%; further: some results filed as inactive read as strong as hits
SIAH1 antagonists: Siah-1 peptide-binding antagonists, primary screen, biochemical, fluorescence polarization, rhodamine-plectin, uHTS (AID 1817) | Siah-1 / rhodamine-plectin peptide fluorescence polarization; higher % means a stronger effect | displacement, % at 20 µM; hits with a dose series show IC50 in µM | 290,000 tested, 0.02% active;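 active means displacement of at least 50% at 20 µM, with a fluorescence ratio check between 0.3 and a set limit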;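 further: plate controls were Siah plus tracer with DMSO for no effect and tracer alone without Siah for full effect; strong numbers were not always called active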
KOR beta-arrestin-2: KOR agonists, beta-arrestin recruitment, primary screen, cell-based, luminescence, uHTS (AID 1777); Kappa-type opioid receptor (Homo sapiens); KOR beta-arrestin recruitment, luminescence; higher % means a stronger effect; activation, % at 10 µM, or EC50 in µM where a hit was titrated; 280,000 tested, 0.02% active; in the data active means activation above about 50%, passing the limit was not always enough; further: a part of the inactive calls stands beside numbers as strong as those of hits
Myeloid diff 2: induction of myeloid progenitor differentiation, primary screen, cell-based, flow cytometry, MLPCN library. ER-HoxA9 myeloid progenitors, lysozyme-GFP differentiation. calls only at 10 µM. 360,000 tested, 1% active. AID 624256, 2012;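 active means normalized GFP-positive differentiation at or above the plate's own cutoff, the solvent-only control mean plus 3 SD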;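 further: cells exposed to compound for four days before flow analysis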
Myeloid diff 2 GFP+ MAC1+ %: further read-out of Myeloid diff 2, marked with its call; GFP+ MAC1+ double positive, %; measured here: differentiation confirmed by MAC1 staining
Starred values were filed as active, the others as inactive; i = inactive; . = no result given; + = active, no number; [ ] = dose if it differs, or a comment. Unless noted, no stated cut-off is given here; in the data, active means inhibition above about 50%; inactive means the rest. These rows are one share of the data, so the mix of outcomes need not match the whole.

SMILES | KOR beta-arrestin-1 | NOD2 inhibition | NOD1 NF-kB reporter | LYP inhibition | PhoP inhibition | HIV peptide binding | SIAH1 antagonists | KOR beta-arrestin-2 | Myeloid diff 2 | Myeloid diff 2 GFP+ MAC1+ %
CC(NC(=O)C1C2C=CC(C2)C1C(=O)O)c1ccccc1 (stereo not given) | -4.0% | -14.4% | 5.1% | -1.0% | 0.0% | -1.6% | -5.3% | -4.0% | i | 0.4
COc1cc(NC(=O)c2c(F)c(F)c(F)c(F)c2F)c(OC)cc1Cl | 4.5% | -7.1% | -30.4% | 0.7% | -8.6% | -1.2% | 1.8% | -0.9% | i | 0.4
CCOC(=O)c1sc(NC(=O)CSc2n[nH]c(-c3ccncc3)n2)c(C#N)c1C | -23.7% | . | . | -3.0% | -21.6% | 5.3% | -7.1% | -1.8% | i | 0.8
CCOc1ccc(NCCC#N)cc1 | 6.5% | 8.4% | 4.1% | -1.3% | -7.5% | 0.1% | 7.4% | 0.7% | i | 0.7
Cc1cc(=O)n(Cc2ccccc2)c(O)c1C#N | -28.0%[20 µM] | -4.2% | 56.3% | -6.3% | -3.8% | 9.8% | -1.8% | . | i | 0.4
Cc1onc(-c2c(Cl)cccc2Cl)c1C(=O)NCc1ccccn1 | -16.4% | 3.6% | 4.1% | -9.0% | 25.3% | -0.8% | -0.6% | 0.3% | i | 8.3
COc1cc2c(C(=O)Nc3ccc4c(c3)OCO4)cn(CC(C)C)c(=O)c2cc1OC | 8.6% | 15.7% | -21.2% | 1.4% | -1.1% | 3.9% | -0.2% | 5.7% | . | .
O=C(COc1ccccc1)Nc1cccc(-c2nc3ccccc3[nH]2)c1 | 6.5% | 6.7% | -2.7% | -6.6% | 4.0% | -2.2% | 5.0% | -4.9% | i | 0.6
Cc1cc(C(=O)NC2CCCc3c2cnn3-c2ccc(C)c(C)c2)no1 (stereo not given) | 0.4% | 29.0% | 24.8% | -7.0% | 4.7% | 1.6% | 6.7% | -0.3% | i | 4.8
CC1=[N+](CC(=O)c2ccccc2)CCn2cccc21 | 20.4%[20 µM] | -82.4% | -51.5% | -1.7% | -8.4% | 1.8% | -3.2% | -1.2% | + | 1.0*
COc1ccc(S(=O)(=O)Cc2ccc(C(=O)NCc3ccco3)o2)cc1 | -6.2% | -1.4% | -15.8% | -3.5% | 2.2% | 0.6% | 1.0% | -1.1% | i | 1.7
COc1ccc(CNC(=O)CCSCc2ccc(C)cc2)cc1 | 19.2% | -10.9% | -7.5% | -8.3% | -8.2% | -0.2% | 3.7% | -5.0% | i | 1.0
Cc1c(NC(=O)c2ccc(N3C(=O)C4C5C=CC(C5)C4C3=O)cc2)c(=O)n(-c2ccccc2)n1C (stereo not given) | 0.3% | 6.2% | 7.1% | -7.0% | -7.8% | -0.5% | -4.9% | -2.9% | i | 0.8
Cc1ccc2c(c1)N(C(=O)CCC(=O)NCCN1CCOCC1)CCO2 | 9.2%[20 µM] | -12.3% | 3.5% | -9.8% | . | 1.8% | 19.1% | -0.7% | i | 2.7
CCn1c(SCc2cccnc2)nc2c1c(=O)n(C)c(=O)n2C | -26.6% | 8.7% | 28.4% | -8.3% | -5.0% | 0.7% | -4.3% | -3.0% | i | 5.6
COCCCNC(=O)c1ccc(NS(C)(=O)=O)cc1 | 1.3% | -6.3% | 6.5% | -7.3% | -1.6% | 3.5% | -1.4% | 0.4% | i | 1.2
Cc1ccccc1-n1c(Cn2c(=O)sc3ccccc32)nnc1SCC(=O)N1CCOCC1 | 31.8% | 20.2% | 12.7% | -7.2% | -9.1% | -2.1% | -1.5% | -1.7% | i | 3.0
CC(=O)c1cc(CC=C(C)C)c(O)c(CC=C(C)C)c1O | 5.7% | 21.3% | 6.6% | -2.3% | 1.5% | -1.0% | -1.9% | -3.5% | i | 1.1
CCOC(=O)N1CCN(C(=O)CSCc2ccccc2Cl)CC1 | -27.0% | -24.6% | -50.3% | -5.1% | 7.2% | -2.0% | -3.1% | -2.5% | i | 0.4
C=CCn1c(COc2ccccc2F)nnc1SCC(=O)N1CC(=O)Nc2ccccc21 | 30.1% | 6.8% | . | -2.4% | -17.4% | 2.1% | 7.0% | 1.7% | i | 1.4
CCN(C1CCCCC1)S(=O)(=O)c1ccc(-n2cnnn2)c(C)c1 | -1.1% | -1.9% | 25.6% | -2.3% | 2.8% | 2.2% | -2.0% | -3.1% | i | 3.0
CC1(C(=O)NC(=S)NNC(=O)c2ccncc2)CCCCC1 | 37.0% | 5.8% | -20.8% | -4.0% | 15.1% | 0.0% | -10.6% | -6.1% | i | 0.3
O=C(Nc1cccc(O)c1)C1CC(c2c(F)cccc2Cl)=NO1 (stereo not given) | -18.9%[20 µM] | -10.0% | -20.2% | -11.7% | 1.6% | -1.0% | -0.2% | 2.2% | i | 0.7
Cc1noc(NS(=O)(=O)c2ccc(NC(=O)C(C)(C)C)cc2)c1C | 10.8% | -0.6% | 4.5% | -6.2% | -1.6% | 0.4% | 3.9% | 1.7% | i | 1.2
CCOC(CCc1c(C)nc(NC(C)=O)[nH]c1=O)OCC | 41.2% | 21.2% | 2.5% | -5.8% | 1.5% | 0.4% | 2.8% | -1.9% | i | 0.5
CCn1c(SCC#N)nc2cc(S(=O)(=O)N3CCOCC3)ccc21 | 21.3% | -2.4% | -25.1% | -3.7% | 0.4% | 0.6% | 10.0% | -0.5% | i | 1.9
O=C(CCN1C(=O)/C(=C/c2cccs2)SC1=S)Nc1ccccc1O | -16.9% | -9.7% | -23.5% | 3.5% | -0.7% | 6.5% | -4.8% | -2.3% | i | 0.7
Cc1ccc(C2CC(c3ccc(C)cc3)n3nc(N)nc3N2)cc1 (stereo not given) | 30.6% | 7.6% | -10.4% | -0.9% | -2.8% | -2.7% | 5.9% | -2.9% | i | 2.1
CCC(=O)OCc1cc(=O)oc2ccc3ccccc3c12 | -19.5% | 18.6% | -7.6% | -18.5% | 0.9% | 1.5% | 2.7% | -1.9% | i | 0.1
CC(C)N(C)C1CCN(C(=O)Nc2ccc(Cl)cc2)CC1 | 23.9% | 10.1% | -10.6% | -4.2% | -3.2% | -1.1% | 7.4% | -3.9% | i | 1.8
CC(C)(C)c1ccc(C(=O)N2CCN(C(=O)C3CCCCC3)CC2)cc1 | 4.4% | 5.2% | -7.7% | -4.8% | -7.1% | 1.0% | -0.4% | -0.3% | i | 1.3
COc1cc(/C=C(\C#N)c2nnc(N3CCOCC3)n2-c2ccccc2)ccc1O | 8.0% | -3.8% | -16.0% | 2.4% | -6.6% | 1.9% | 4.2% | -6.4% | i | 0.4
O=C(CCCSc1nc(-c2ccco2)cc(C(F)(F)F)n1)NCc1cccs1 | -23.8% | 6.0% | -8.0% | 9.7% | -4.5% | 2.8% | 1.4% | 7.2% | i | 0.5
CCCC1S/C(=N/N=C/c2ccc(OC)cc2)N(Cc2ccc(OC)cc2)C1=O (stereo not given) | 6.2% | 1.2% | 12.9% | 2.5% | 9.7% | 0.8% | 1.8% | 0.7% | i | 1.4
CCc1ccc(NC(=O)C2CCCN2S(=O)(=O)c2ccc3c(c2)n(C)c(=O)c(=O)n3C)cc1 (stereo not given) | 1.1% | 4.2% | -8.1% | -2.4% | -6.2% | 0.3% | -2.5% | 4.4% | i | 0.1
COc1cc(/C=C/[N+](=O)[O-])ccc1OCc1cccc(C(=O)O)c1 | -16.8%[20 µM] | . | . | 2.0% | -6.2% | 35.8% | 6.9% | -2.4% | . | .

2 entries picked at random from those above, as already listed:
SMILES | KOR beta-arrestin-1 | NOD2 inhibition | NOD1 NF-kB reporter | LYP inhibition | PhoP inhibition | HIV peptide binding | SIAH1 antagonists | KOR beta-arrestin-2 | Myeloid diff 2 | Myeloid diff 2 GFP+ MAC1+ %
CCC(=O)OCc1cc(=O)oc2ccc3ccccc3c12 | -19.5% | 18.6% | -7.6% | -18.5% | 0.9% | 1.5% | 2.7% | -1.9% | i | 0.1
O=C(CCCSc1nc(-c2ccco2)cc(C(F)(F)F)n1)NCc1cccs1 | -23.8% | 6.0% | -8.0% | 9.7% | -4.5% | 2.8% | 1.4% | 7.2% | i | 0.5

New compounds follow
SMILES | KOR beta-arrestin-1 | NOD2 inhibition | NOD1 NF-kB reporter | LYP inhibition | PhoP inhibition | HIV peptide binding | SIAH1 antagonists | KOR beta-arrestin-2 | Myeloid diff 2 | Myeloid diff 2 GFP+ MAC1+ %
Cn1ccsc1=NC(=O)c1ccc(=O)[nH]c1 | 14.4% | 17.0% | -19.8% | -6.2% | -3.9% | -1.3% | -4.5% | -3.6% | i | 1.1
Cc1ccc(S(=O)(=O)C(C#N)c2nc3ccccc3nc2OC(C)C)cc1 (stereo not given) | -41.3% | 11.1% | 30.1% | 2.1% | -9.4% | 44.4% | 0.3% | 144.6% | i | 1.6
CCCn1c(C(O)c2cc(OC)c(OC)c(OC)c2)nc2ccccc21 (stereo not given) | -16.7% | -4.8% | 16.3% | -6.5% | -5.2% | -1.1% | -0.7% | 6.5% | i | 0.3
O=C(c1scc2c1CCCC2)N1CCOCC1 | 23.2% | 8.6% | 1.0% | -4.7% | 14.8% | -2.3% | 4.6% | -0.6% | i | 0.4
O=[N+]([O-])c1ccc(N2CCN(CCO)CC2)cc1NCc1ccco1 | -16.1% | 2.1% | -46.4% | -5.4% | 13.3% | 0.6% | 4.5% | 8.3% | i | 0.7
N#CCc1nc2c3c4c(sc3ncn2n1)CCCC4 | -3.6% | 6.5% | 4.4% | -2.2% | -3.2% | -0.9% | 0.0% | -4.4% | i | 0.7
CC(C)NC(=O)c1ccc(N(Cc2ccccc2)S(C)(=O)=O)cc1 | -6.0% | 10.1% | -24.0% | -11.5% | 0.2% | 0.7% | 1.9% | -0.2% | i | 0.2
CC(C)CCc1noc(CN2CCN(CC(=O)NC(C)C)CC2)n1 | -7.0% | 4.8% | 2.3% | -6.7% | -8.8% | -0.2% | -6.1% | -0.7% | i | 1.7
Cc1ccc(/C=C/C(=O)NCCCc2ccccc2)cc1 | 6.6% | -25.6% | -26.1% | 1.3% | 1.7% | -0.1% | 5.0% | 9.4% | i | 0.5
C(=C\c1nc2ccccc2[nH]1)/c1ccccc1 | -5.7% | -206.7% | 4.5% | -5.8% | -1.4% | -1.5% | -2.9% | -2.5% | i | 1.4
C#CCn1c(O)c(N=NC(=O)C(O)c2ccccc2)c2ccccc21 (stereo not given) | -36.9% | -3.5% | 4.9% | -2.6% | -8.7% | -2.5% | -2.7% | 2.7% | i | 0.0
COC(=O)C1=NN(c2cccc3ccccc23)C2C(=O)N(c3ccccc3OC)C(=O)C12 (stereo not given) | -6.0% | 2.1% | -9.7% | -0.4% | -4.3% | -1.5% | 0.3% | 3.3% | i | 0.5
CCN1CCN(C(=O)CN(C)S(=O)(=O)c2ccc(OC)c(C)c2)CC1 | 3.8% | 21.6% | -3.5% | -10.3% | -3.8% | 1.3% | 2.5% | -4.9% | i | 12.7
CC(C)C(=O)NC(c1ccco1)c1c(O)ccc2ccccc12 (stereo not given) | -13.2% | 18.8% | -15.7% | -0.6% | 2.1% | 0.4% | 3.5% | 0.3% | i | 4.0
O=S(=O)(c1ccc(Br)c2ccccc12)N1CCOCC1 | -69.7%[20 µM] | 4.3% | 12.5% | -9.1% | -3.6% | 1.5% | 3.2% | 2.3% | i | 0.4
